PAFAH1B2 inh: blocks human PAF acetylhydrolase 1b catalytic subunit 2. AID 492953. inhibition, % at 3.39 µM. 340,000 compounds, 1.2% hits. recombinant PAFAH1B2, FP-rhodamine activity probe, fluorescence polarization;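 active means inhibition above the mean of all tested compounds plus 3 SD, cut at about 24% in these data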;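 further: 0% = enzyme with DMSO and 100% = wells lacking PAFAH1B2; many of its hits are not listed in these tables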
Target sequence (P68402 whole entry, looked up): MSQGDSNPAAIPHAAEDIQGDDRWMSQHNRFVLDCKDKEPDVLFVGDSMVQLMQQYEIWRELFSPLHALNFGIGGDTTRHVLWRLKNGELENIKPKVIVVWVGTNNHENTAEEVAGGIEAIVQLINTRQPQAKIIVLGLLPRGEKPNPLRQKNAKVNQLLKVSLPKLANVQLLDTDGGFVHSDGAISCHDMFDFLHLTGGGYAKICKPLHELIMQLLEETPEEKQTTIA
LYPLA1 inh: LYPLA1 (human) inhibition in PME1 counter-screen; O75608; recombinant LYPLA1, FP-Rh probe fluorescence polarization; inhibition, % at 5.9 µM; 320,000 compounds, 0.16% hits; AID 2174;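 active means inhibition above the mean of all tested compounds plus 3 SD, set per campaign, cut at about 14% in these data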;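 further: inhibitors block serine hydrolase probe labeling of LYPLA1 so polarization falls; 0% = enzyme with DMSO and 100% = wells lacking LYPLA1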
LYPLA2 counter: LYPLA2 (human) inhibition in PME1 counter-screen | O95372 | recombinant LYPLA2, FP-Rh probe fluorescence polarization | inhibition, % at 5.9 µM | 320,000 compounds, 0.38% hits | AID 2177;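 active means inhibition above the screen-wide mean plus 3 SD, limit set per campaign, cut at about 26% in these data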;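 further: 0% = LYPLA2 with DMSO and 100% = wells lacking LYPLA2 enzyme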
Target sequence (O95372 whole entry, looked up): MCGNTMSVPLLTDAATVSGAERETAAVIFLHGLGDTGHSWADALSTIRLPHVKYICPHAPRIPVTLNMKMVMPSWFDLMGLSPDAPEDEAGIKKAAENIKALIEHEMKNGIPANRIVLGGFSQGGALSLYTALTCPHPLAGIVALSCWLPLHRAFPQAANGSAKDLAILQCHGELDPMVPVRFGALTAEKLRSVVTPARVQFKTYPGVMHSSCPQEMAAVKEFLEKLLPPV
pPAFAH inh: inhibitors of human plasma PAF acetylhydrolase (pPAFAH); Q13093; recombinant pPAFAH, FP-rhodamine probe fluorescence polarization; inhibition, % at 3.39 µM; 330,000 compounds, 1.5% hits; AID 463082;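 active means inhibition above the mean inhibition across the screen plus 3 SD, cut at about 25% in these data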;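 further: inhibitors block binding of the rhodamine activity-based probe so polarization drops; 0% = enzyme with DMSO and 100% = wells lacking pPAFAH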
GSTO1 counter: counter-screen for RBBP9 inhibitors: inhibitors of human GSTO1; P78417; recombinant GSTO1, activity-based probe fluorescence polarization; inhibition, % at 5.96 µM; 300,000 compounds, 1.1% hits; AID 1974;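 active means inhibition above the campaign mean inhibition plus 3 SD, cut at about 35% in these data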;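 further: 0% = GSTO1-1 with DMSO and 100% = wells lacking GSTO1-1 enzyme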
Target sequence (P78417 whole entry, looked up): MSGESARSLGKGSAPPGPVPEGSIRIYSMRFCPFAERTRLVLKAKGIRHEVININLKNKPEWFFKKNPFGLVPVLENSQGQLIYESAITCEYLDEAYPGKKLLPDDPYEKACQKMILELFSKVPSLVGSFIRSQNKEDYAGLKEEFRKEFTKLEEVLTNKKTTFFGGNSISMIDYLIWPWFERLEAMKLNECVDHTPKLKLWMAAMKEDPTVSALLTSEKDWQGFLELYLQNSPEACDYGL
PAD4 FP inh: PAD4 (human) enzyme inhibition. 330,000 compounds, 0.41% hits. inhibition, % at 6.36 µM. Q9UM07. recombinant PAD4, RCA probe fluorescence polarization. AID 485272;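 active means percent inhibition above a cutoff equal to the mean of all tested compounds plus 3 SD, cut at about 15% in these data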;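 further: 0% = PAD4 with RCA probe and DMSO and 100% = probe without PAD4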
PAFAH1B3 FP inh: blocks human PAF acetylhydrolase 1B catalytic subunit 3; Q15102; recombinant PAFAH1B3, FP-rhodamine probe, fluorescence polarization; inhibition, % at 3.39 µM; 340,000 compounds, 0.28% hits; AID 492972;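 active means inhibition above the screen-wide average of all tested compounds plus 3 SD, cut at about 25% in these data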;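 further: 0% = enzyme with DMSO only and 100% = wells lacking PAFAH1B3 protein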
Target sequence (Q15102 whole entry, looked up): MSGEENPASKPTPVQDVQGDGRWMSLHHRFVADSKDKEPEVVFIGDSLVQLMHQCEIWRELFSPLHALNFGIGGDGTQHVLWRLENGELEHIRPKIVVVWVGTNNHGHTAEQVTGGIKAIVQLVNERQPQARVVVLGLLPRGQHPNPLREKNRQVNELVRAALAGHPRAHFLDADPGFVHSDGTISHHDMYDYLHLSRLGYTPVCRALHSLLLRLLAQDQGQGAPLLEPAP
PREPL inh: inhibits the human prolyl oligopeptidase-like enzyme; Q4J6C6; recombinant PREPL, fluorescence polarization activity-based probe; inhibition, % at 5.96 µM; 320,000 compounds, 0.68% hits; AID 2751; in the data active means inhibition above about 43%;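 further: 0% = enzyme with DMSO and 100% = wells lacking enzyme; many of its hits are not listed in these tables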
PAFAH2 inh: inhibitors of human PAFAH2. Q99487. recombinant PAFAH2, FP-rhodamine activity probe, fluorescence polarization. inhibition, % at 3.39 µM. 340,000 compounds, 0.99% hits;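 active means inhibition above the mean over all tested compounds plus 3 SD, cut at about 30% in these data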;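 further: inhibitors block probe labeling of enzyme so polarization drops; 0% = enzyme with DMSO and 100% = wells lacking PAFAH2 protein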
Starred values were filed as active, the others as inactive; . = not tested or not shown. An excerpt; count on the stated rates, not on these rows.

Every second line gives: PAFAH1B2 inh	LYPLA1 inh	LYPLA2 counter	pPAFAH inh	GSTO1 counter	PAD4 FP inh	PAFAH1B3 FP inh	PREPL inh	PAFAH2 inh
> COc1cc2c(cc1OC)C(C1C(=O)CC(C)(C)CC1=O)N(C(=O)CCl)CC2 (centres undefined)
→ -6.1	-4.0	2.0	-0.1	18.2	-10.2	-2.7	1.3	-5.5
> Cc1ccccc1Nc1nc(=O)c2cc([N+](=O)[O-])ccc2s1
→ -0.4	0.4	13.5	8.4	1.9	-0.1	8.5	1.3	3.2
> COc1ccc(CNC(=O)c2c(F)c(F)c(F)c(F)c2F)cc1
→ 3.7	-2.6	-4.0	2.5	2.3	-1.2	9.2	8.6	-3.9
> Cc1ccn2c(NCc3ccc4c(c3)OCO4)c(-c3ccc(O)cc3)nc2c1
→ 4.0	2.4	2.9	10.4	3.1	0.8	10.3	13.6	2.2
> CC(C)NC(=S)NC(=O)/C=C/c1cccc2ccccc12
→ -0.1	-2.4	-2.8	-3.3	4.7	-0.4	1.4	12.6	-0.9
> Cc1ccc(P(C)(=O)c2ccc(C)cc2)cc1
→ 5.6	2.0	2.2	4.0	4.9	-6.5	6.7	-9.5	-9.7
> Cc1nonc1OC(C)CNCCNc1ccc([N+](=O)[O-])cc1 (centres undefined)
→ .	0.3	0.8	-4.3	2.7	3.8	.	-9.8	.
> CCOc1ccccc1N1CCN(C(=O)c2c(-c3c(F)cccc3Cl)noc2C)CC1
→ -0.7	-3.2	-1.6	0.9	3.6	-7.3	3.2	3.3	-12.7
> CC(C)(C)NC(=O)CN(Cc1cccs1)C(=O)CN1C(=O)C(=O)c2ccccc21
→ 1.2	-1.3	5.1	-2.6	7.2	0.0	-5.9	-7.5	-2.6
> CC(C)=CCN1CCN(Cc2cc3ccccc3[nH]2)CC1CCO (centres undefined)
→ 2.1	-1.1	-1.1	-1.1	4.2	-2.6	5.5	27.2	1.1
> COc1ccccc1NS(=O)(=O)c1ccc(N2CCOCC2)c(NC(=O)c2ccco2)c1
→ -0.2	-1.7	3.7	0.4	-1.8	-4.3	6.0	-1.9	3.6
> COc1cccc(NC(=S)N2c3ccccc3CC2C)c1 (centres undefined)
→ 5.5	-1.5	-0.1	4.4	-3.4	-0.8	4.6	1.9	-3.5
> O=C(CCN1CCc2ccccc2C1)Nc1ccc(F)cc1
→ -0.3	0.4	1.6	0.3	-0.6	-5.7	11.6	14.8	7.8
> CC(C)(C)n1nc2c(c1NC(=O)Cc1cccs1)CSC2
→ .	-1.1	-6.5	-1.5	7.0	3.4	.	0.1	.
> Cc1nc(N2CCOCC2)c(C#N)c2c1COC(C)(C)C2
→ 3.2	-1.3	-3.0	-3.7	6.2	-0.6	7.5	7.1	5.7
> O=C(NC(=S)Nc1ccccc1CO)C1CCCCC1
→ 1.4	.	.	-0.4	.	-2.8	-0.2	10.6	-1.9
> COc1ccc(C(CNC(=O)c2cc(C)oc2C)N2CCOCC2)cc1 (centres undefined)
→ 3.4	3.2	7.8	6.9	4.9	-3.8	3.4	7.9	0.4
> COc1ccccc1Nc1nnc(SCC(=O)N2CCCC2=O)s1
→ 0.9	-2.4	10.4	-2.1	-2.7	0.3	2.5	19.3	3.2
> CN(C)c1nc(F)c(F)c(S(=O)(=O)c2ccccc2)c1F
→ 8.6	1.2	6.0	1.4	-3.7	0.7	13.8	7.7	0.4
> CN(CC(=O)Nc1ccccc1Br)C(=O)c1cccnc1Nc1cccc(C(F)(F)F)c1
→ 0.6	-0.8	-5.9	9.2	-3.4	-1.9	3.0	-3.1	-4.5
> COc1ccc(-c2c(C#N)c(N)n(N)c(=O)c2C#N)cc1Cl
→ 4.8	-4.6	0.8	6.6	-4.5	5.7	2.4	17.9	4.1
> CC(C)Oc1ccc(C(=O)NN2C(=O)NC3(CCCCC3)C2=O)cc1
→ 4.7	-0.3	5.9	-4.6	.	-1.2	10.6	7.8	1.4
> CC1CCN(CCCCOc2ccc(C(C)(C)C)cc2)CC1
→ 3.9	-2.7	-7.2	0.1	4.4	4.7	3.9	11.3	-3.6
> CCOC(=O)c1ccccc1NC(=O)COC(=O)c1cc([N+](=O)[O-])ccc1N1CCOCC1
→ 4.4	-2.0	1.2	6.7	4.1	1.2	4.9	4.5	7.4
> CCOC(=O)CC1C(=O)NCCN1S(=O)(=O)c1cc(Cl)c(Cl)cc1Cl (centres undefined)
→ 1.1	-0.7	0.1	0.8	1.5	3.1	8.9	-8.3	8.4
> COc1ccc(-c2cn3cccnc3n2)cc1NC(=O)C1CCCC1
→ 3.3	0.8	1.9	1.1	0.7	-0.2	4.3	4.8	5.3
> c1ccc(-c2ccc3c(c2)NC(C2Nc4cc(-c5ccccc5)ccc4O2)O3)cc1 (centres undefined)
→ 1.8	1.0	-0.7	3.4	4.7	-0.5	2.4	23.6	-1.3
> CCOC(=O)NNC(=O)CCn1c2c(c3ccccc31)CCCC2
→ -2.8	1.7	-2.7	5.5	5.1	-5.3	6.6	12.2	-3.6
> Cc1ccc(S(=O)(=O)NCC(=O)N(CC2CCCO2)C(C(=O)NCC2CCCO2)C(C)C)cc1 (centres undefined)
→ 4.2	-1.4	3.8	4.9	4.8	1.0	3.8	5.2	-1.6
> COc1ccc(/C=N/NC(=O)CC(=O)NCc2cccnc2)cc1
→ 3.6	-1.7	-4.4	-0.7	8.7	-0.7	8.2	-7.8	-0.9
> COc1ccc2[nH]c(=O)c(CN(C(=O)c3ccncc3)C(C)C)cc2c1
→ 5.0	-1.4	2.0	0.1	9.8	-1.6	3.0	0.9	7.1
> Cc1ccc(S(=O)(=O)N2CCOCC2)cc1C(=O)OCCOc1cccc(Cl)c1
→ 5.8	-0.8	8.1	19.4	-7.1	-5.5	-0.1	30.4	-0.4
> CCCCn1c(N)c(N(CC(C)C)C(=O)c2cc(C)oc2C)c(=O)[nH]c1=O
→ -5.7	3.4	2.4	-0.9	-2.4	2.2	7.3	5.4	1.1
> O=C(Nc1cccc(N=Cc2cc(Br)cc(Br)c2O)c1)c1ccco1
→ 0.2	-0.8	5.1	16.9	8.8	-3.7	8.8	-1.1	7.9
> COc1ccccc1NC(=O)CCc1nc(-c2cccs2)no1
→ 3.9	-2.1	-1.2	-0.3	3.3	2.6	4.2	6.2	1.4
> Cc1nc(N2CCOCC2)nc(OCCN(C)C)c1[N+](=O)[O-]
→ 0.5	-0.8	0.8	0.5	6.9	-2.7	5.7	-14.5	-0.2
> Cc1cccc(C)c1NC(=S)N(CCN(C)C)C(C)c1cccnc1 (centres undefined)
→ 7.5	1.8	4.2	7.6	4.4	0.2	7.2	-6.2	7.8
> CC1(C)OC(=O)C(=CNc2ccccn2)C(=O)O1
→ .	0.2	2.1	-1.9	5.7	-0.2	.	3.2	.
> COc1cc(OC)cc(C(=O)NCC(=O)OCc2ccc(Cl)c(Cl)c2)c1
→ -0.5	-8.1	-6.2	-0.1	.	-1.8	4.7	-8.2	-6.0
> CCC(C)(C)NC(=O)C(c1cccnc1)N(C(=O)c1csnn1)c1ccc(C)cc1 (centres undefined)
→ -3.8	0.8	6.3	4.4	1.6	-0.3	5.8	10.0	-14.4
> Cc1cccc(-c2nnc(SCC(=O)Nc3cc(C)on3)n2C)c1
→ -4.6	-2.3	-3.0	-0.6	4.7	-4.1	6.6	-1.6	-4.3
> COc1ccc(OCC(=O)N2CCC3(CC2)CC(=O)c2ccccc2O3)cc1
→ -0.8	0.1	0.3	3.8	8.0	1.2	5.5	15.8	19.1
> CCOC(=O)C(CC)n1cnc2c(oc3ccccc32)c1=O (centres undefined)
→ -2.4	-1.5	-4.1	6.0	10.5	-0.4	-6.1	-1.9	-2.2
> Cc1cc(NS(=O)(=O)c2ccc(NC(=O)NC(C)(C(F)(F)F)C(F)(F)F)cc2)no1
→ 6.4	-1.7	3.6	11.8	-8.6	4.1	3.0	10.5	-5.7
> COc1cc2ccccc2cc1C(=O)NCCCN1CCOCC1
→ 2.3	3.7	17.6	4.0	-2.4	2.6	-1.1	3.4	-5.9
> CC(=O)N1c2ccc(S(=O)(=O)NCC3CCC(C(=O)N4CC(C)CC(C)C4)CC3)cc2CC1C (centres undefined)
→ 1.3	-0.6	4.8	4.2	8.0	3.7	1.5	-1.9	-0.4
> CCOC(=O)c1cc2c(ccn2C)n1CC(=O)Nc1ccc(F)cc1
→ -1.6	-1.5	-1.4	4.0	3.7	-0.9	11.2	6.5	8.9
> CNC(=S)N(Cc1ccco1)Cc1cc2cc3c(cc2[nH]c1=O)OCCO3
→ -3.6	0.4	-8.3	9.6	-1.9	-2.5	10.7	2.9	6.4
> Cn1c(SCc2nnc(-c3ccccc3Br)o2)nc2sc3c(c2c1=O)CCC3
→ 1.9	-5.2	-10.3	3.1	1.8	0.8	-9.3	15.2	7.0
> CCC1(CC)NC(=O)N(CC(=O)Nc2sc3c(c2C(N)=O)CCC3)C1=O
→ 2.5	-5.6	-3.7	28.0*	7.2	1.5	3.2	8.9	16.1

The listing continues.
Every second line gives: PAFAH1B2 inh	LYPLA1 inh	LYPLA2 counter	pPAFAH inh	GSTO1 counter	PAD4 FP inh	PAFAH1B3 FP inh	PREPL inh	PAFAH2 inh
> CN1CCCN(C(=O)C2CCCCC2)CC1
→ -3.2	1.3	0.3	0.2	3.1	0.8	6.4	3.5	2.2
> CN(CC(=O)Nc1ccc(OC(F)(F)F)cc1)C(=O)Cc1ccc2c(c1)CCC2
→ 5.5	0.6	0.3	4.5	.	-6.0	-3.7	10.7	-3.2
> COc1cc(OC)c(OC)cc1CNC(=O)c1cc(=O)c2ccccc2o1
→ -0.8	2.6	0.5	9.3	-5.4	-0.7	2.7	2.2	-3.2
> Cc1c(CN2CC[C@@H](N3CCN(c4ccccn4)CC3)[C@H](O)C2)[nH]c2ccc(F)cc12
→ -3.0	-0.5	0.8	0.8	2.8	-1.5	3.1	40.4	1.8
> CC(C)c1nnc(NC(=O)CCS(=O)(=O)c2nc(-c3cccs3)cc(C(F)(F)F)n2)s1
→ -0.9	-5.3	-4.6	7.3	-26.7	-0.9	-3.5	-8.2	-7.2
> C=CCNc1ncnc2c1cnn2-c1ccc(OC)cc1
→ -0.3	-2.9	-0.5	1.9	-3.9	-2.4	3.6	9.6	-4.1
> Cc1cc(C)c(NC(=O)COC(=O)C2CCC2)c(Cl)c1
→ -5.9	1.4	4.3	3.3	-1.1	-1.5	-1.4	-3.5	4.8
> COc1ccc(C2(O)CCN(C(=O)NC3CCCCC3)CC2)cc1
→ 0.6	-0.1	-0.8	1.4	1.8	-1.9	-1.8	-0.5	3.5
> O=C(Cn1cc(C(=O)c2cccs2)c2ccccc21)NC1CCCCC1
→ -5.5	-0.3	6.6	1.1	2.3	-7.1	-4.6	-1.7	-2.7
> CCOc1ccc(S(=O)(=O)Nc2cccc(C(=O)N3CCN(c4ccccc4O)CC3)c2)cc1
→ 0.9	-4.1	-8.2	18.5	.	-0.5	3.8	13.1	0.7
> CC1=C(CC/C(C)=N/NC(N)=S)C(C)(C)CCC1
→ 10.1	0.5	3.2	-2.8	3.8	1.6	3.7	1.2	2.1
> CS(=O)(=O)N(CC(=O)Nc1ccc(Cl)c(Cl)c1)C1CCCCC1
→ 8.1	-9.5	-1.0	3.3	-5.1	2.7	5.1	5.8	-3.5
> O=C(Cn1cnc2c(OCc3ccccc3)ncnc21)NCCCc1ccccc1
→ 10.0	.	.	2.8	.	-2.2	0.8	-4.1	-1.6
> Cc1ccccc1NC(=O)CN1C(=O)c2cccnc2Oc2ccc(Cl)cc21
→ -3.2	-1.7	-0.1	-3.7	8.6	-6.8	4.7	5.6	5.2

Source: PubChem (The Scripps Research Institute Molecular Screening Center)
